# Compound activity: PubChem BioAssay, National Center for Advancing Translational Sciences (NCATS)
# uPA surface inh: cell surface uPA generation inhibition; actives 0.31% (n = 330,000); Potency, µM (top dose mostly 38.3 µM), for inactives: at the top dose activity change, negative = inhibition, hits mostly inhibitors; cell surface uPA generation assay, qHTS; AID 540303; active = well fitted inhibition curve with a large enough effect; inconclusive = small, poorly fitted or top-dose-only effect; inactive = no such curve, though single readings can be large or run the other way; tested in mouse RAW 264.7 cells; also: potency is read from the fitted curve at half-maximal effect; % is scaled to controls: 0 for no effect and ±100 for the full control effect; nearly all actives have a fitted effect of over 55% in size
# BRCA1 expr act: increases BRCA1 expression; MCF7-BRCA1-FFLuc reporter, luminescence, 48 h; response scale: scaled: vehicle 0%, 10 µM genistein 100%; Potency, µM (series often up to 46.1 µM), inactives show at the top dose activation, usual class: activators; actives 1.1% (n = 380,000); AID 624202; also: potency is read from the fitted curve at half-maximal effect; nearly all actives have a fitted effect of over 80% in size; some results filed as inactive show a strong effect at the top dose
#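 Quantitative HTS in MCF7 cells stably reporting BRCA1 expression via firefly luciferase. Compound treatment lasts 48 h at 37 °C in phenol-red free MEM. Activation is expressed relative to genistein at 10 microM and DMSO.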
# USP2a block: USP2a (human) protease inhibition. O75604. USP2 core, Ub-CHOP2 coupled fluorogenic reporter, 485/531. Potency, µM (titrated, usually from 38.3 µM), for inactives: at the top dose activity change, negative = inhibition, most hits filed as inhibitors. actives 0.01% (n = 330,000);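 also: potency is read from the fitted curve at half-maximal effect; plate controls were DMSO wells for no effect and full inhibition by NEM control for full effect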
# Target sequence (O75604 whole entry, looked up): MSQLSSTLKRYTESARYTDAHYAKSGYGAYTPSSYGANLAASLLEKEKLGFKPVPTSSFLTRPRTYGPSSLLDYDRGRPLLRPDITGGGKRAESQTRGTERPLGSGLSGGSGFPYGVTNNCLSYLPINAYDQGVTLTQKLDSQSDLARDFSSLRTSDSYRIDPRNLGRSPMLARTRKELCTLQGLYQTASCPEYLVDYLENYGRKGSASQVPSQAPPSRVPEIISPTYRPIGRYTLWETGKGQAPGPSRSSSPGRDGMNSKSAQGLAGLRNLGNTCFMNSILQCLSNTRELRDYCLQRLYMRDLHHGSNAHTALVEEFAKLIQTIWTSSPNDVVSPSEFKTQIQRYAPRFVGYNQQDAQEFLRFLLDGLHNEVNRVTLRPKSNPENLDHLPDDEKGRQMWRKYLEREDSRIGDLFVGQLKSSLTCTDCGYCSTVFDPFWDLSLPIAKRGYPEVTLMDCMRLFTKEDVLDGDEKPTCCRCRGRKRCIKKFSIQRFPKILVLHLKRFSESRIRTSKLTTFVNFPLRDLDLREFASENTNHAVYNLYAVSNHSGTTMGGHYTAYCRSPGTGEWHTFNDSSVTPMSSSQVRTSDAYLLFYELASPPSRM
#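 USP2 core (10nM final) preincubated 30min RT with compound in 20mM Tris-HCl pH 8.0, 2mM CaCl2, 2mM beta-mercaptoethanol, 0.05% CHAPS; 25nM Ub-CHOP2 plus 25nM reporter substrate added, fluorescence (Ex485/Em531) read after 60min.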
# PTAP TSG101 blk: blocks PTAP/TSG101 interaction to inhibit HIV-1 budding; Fluorescence polarization, FITC-PTAP peptide / Tsg101 binding; Potency, µM (highest dose often 115 µM), for inactives: at the top dose activity change, negative = inhibition, most hits filed as inhibitors; 340,000 tested, under 10 active; AID 493005; active = well fitted inhibition curve with a large enough effect in the main read-out, with a control signal flat, not every such curve was filed as active; inconclusive = small, poorly fitted or top-dose-only effect, or effect the other way, or a change in a side signal; inactive = no such curve, though single readings can be large or run the other way; also: potency is read from the fitted curve at half-maximal effect; % of control where 0% means no effect
# Target sequence (Q99816 whole entry, looked up): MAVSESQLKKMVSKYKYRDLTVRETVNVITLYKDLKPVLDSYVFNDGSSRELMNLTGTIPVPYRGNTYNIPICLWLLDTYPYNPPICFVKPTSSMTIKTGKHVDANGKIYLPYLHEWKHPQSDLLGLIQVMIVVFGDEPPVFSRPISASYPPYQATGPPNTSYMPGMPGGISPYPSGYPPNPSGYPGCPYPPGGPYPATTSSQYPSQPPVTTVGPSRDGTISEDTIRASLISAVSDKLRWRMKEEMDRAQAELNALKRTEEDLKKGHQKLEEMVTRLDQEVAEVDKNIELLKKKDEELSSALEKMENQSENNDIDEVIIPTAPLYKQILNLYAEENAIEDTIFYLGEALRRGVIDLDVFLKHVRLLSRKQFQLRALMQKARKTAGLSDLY
#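 Fluorescence polarization binding of Tsg101 binding domain (10 uM final) to FITC-labeled PTAP peptide (50 nM final) in HEPES pH 7.5 buffer with NaCl, Tween 20, EDTA, TCEP. Compounds added before peptide; binding 20 min at RT.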
# Eya2 phos inh: inhibitors of human Eya2 phosphatase activity; actives 0.006% (n = 330,000); Potency, µM (series often up to 76.9 µM), inactives show top-dose activity, negative = inhibition, most hits filed as inhibitors; recombinant Eya2, OMFP fluorescence dephosphorylation (OMFP is methylfluorescein phosphate); AID 488837; also: potency is read from the fitted curve at half-maximal effect; % is scaled to controls: 0 for no effect and ±100 for the full control effect
#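 Eya2 (0.2 uM) preincubated 10 min at ambient with compound, then OMFP substrate added at 50 uM; 10 min reaction in 50 mM HEPES pH 7.5, 50 mM NaCl, 5 uM MgCl2, 0.05% BSA, 1 mM DTT. Fluorescence read at Ex 485/Em 525 nm.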
# B2AR arrestin: agonists driving beta-arrestin recruitment to human beta2-adrenergic receptor; beta-arrestin recruitment to beta2AR, cell-based reporter; Potency, µM (doses to about 46.1 µM), for inactives: at the top dose activation, most hits filed as activators; actives 0.02% (n = 330,000); AID 492947;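 also: potency is read from the fitted curve at half-maximal effect; 0% = DMSO controls and full agonism = EC100 isoproterenol or metaproterenol; nearly all actives have a fitted effect of over 65% in size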
# p53 reactivation: restores transcriptional activity of mutant p53 | H1299 p53-A138V BP100-luciferase reporter, luminescence, 24 h | AID 504706 | Potency, µM (titrated, usually from 92.2 µM), inactives show at the top dose activity change, positive = activation, most hits filed as activators | actives 0.063% (n = 320,000); also: potency is read from the fitted curve at half-maximal effect; % of control where 0% means no effect; nearly all actives have a fitted effect of over 45% in size
#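 p53-null H1299 cells stably carrying temperature-sensitive p53-A138V and a BP100-luciferase reporter were pinned with compounds (4-point, 1:5 series) and held 24 hrs at 37 deg C. Luminescence was read 10 min after detection reagent.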
# TRPV1 agonist: human TRPV1 agonism | Q8NER1 | TRPV1-expressing cells, Fluo-8 calcium influx, agonist mode | activation, % at 8.33 µM | actives 0.19% (n = 320,000); in the data active = activation above about 80%; inconclusive = between about 30% and that limit; also: 0% is about no effect
#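 TRPV1-expressing cells were cultured overnight at 35.5C and loaded with Fluo-8 calcium dye for 40 to 90 min at room temperature. After a 10 s baseline, compound was added and calcium influx was read kinetically for 3 min (ex 480/em 520 nm).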
# S-ASM inh: blocks human secretory acid sphingomyelinase | P17405 | placental ASM, HMU-PC fluorogenic substrate, 60 min | Potency, µM (highest dose often 57.5 µM), for inactives: top-dose activity change, negative = inhibition, hits mostly inhibitors | actives 0.006% (n = 340,000); also: potency is read from the fitted curve at half-maximal effect
#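 Human placenta-derived ASM preincubated with compound 10 min at room temperature, then reacted with 9 uM (final) fluorogenic HMU-PC substrate for 60 min at 37 C. Stop solution raises pH to 10; fluorescence read at Ex 386/Em 447 nm.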
# ELG1 genotox: induces genotoxicity in HEK293T cells with luciferase-tagged ELG1; Potency, µM (highest dose often 46 µM), for inactives: at the highest dose activity change, positive = activation, hits mostly activators; HEK293T ELG1-luciferase reporter, luminescence, 16 h; actives 1.3% (n = 330,000); also: potency is read from the fitted curve at half-maximal effect; % of control where 0% means no effect; nearly all actives have a fitted effect of over 60% in size
#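 Genotoxicity was scored as increased ELG1-luciferase reporter signal, measured by ONE-Glo luminescence (30 min, room temperature). Compound or vehicle exposure of the HEK293T reporter cells lasted 16 hr at 37°C.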
# Integrin act MD: integrin-mediated muscular dystrophy alleviation activation; Potency, µM (doses to about 38.3 µM), for the others: at the highest dose activation, hits mostly activators; alpha7betagal myoblasts, beta-gal FDG fluorescence, 48 h; AID 624291; actives 0.064% (n = 350,000);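 also: potency is read from the fitted curve at half-maximal effect; 100% = response of the positive control SU9516; nearly all actives have a fitted effect of over 60% in size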
#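 Alpha7betagal+/- myoblasts (passage 13) were plated 16-24 hr, then exposed to compounds (1:260 dilution of DMSO stock) for 48 hours at 37C. After MPER lysis, β-galactosidase reporter activity was read as FDG fluorescence (ex 480/em 540) after 30 minutes.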
# Starred values were filed as active, the others as inactive; i = inactive; u = inconclusive; x = not tested or not shown; [ ] = another dose, or the depositor's remark. Unless noted, calls follow the shape of the dose curve; as a rule, active = well fitted curve in the direction sought with a large enough effect; inconclusive = small, poorly fitted or top-dose-only effect, or another doubt; inactive = no such curve, though single readings can be large; an effect the other way counts as inactive or inconclusive. Rows are unselected. Share with any hit: about 2.6%.
SMILES,uPA surface inh,BRCA1 expr act,USP2a block,PTAP TSG101 blk,Eya2 phos inh,B2AR arrestin,p53 reactivation,TRPV1 agonist,S-ASM inh,ELG1 genotox,Integrin act MD
CCCCC(CC)C(=O)Nc1cccc(SC)c1 (stereo not given),1%,-30%,3%,-1%,-5%,-0.9%,1%,u,-1%,-1%,37%
O=C(CC1SC(=Nc2cccc3ccccc23)N(Cc2ccccn2)C1=O)Nc1ccccc1Br (stereo not given),3%,-65%,4%,1%,-8%,-0.2%,-5%,6,-14%,0%,7%
COc1ccc(CSc2ccc(-c3nc4ccccn4c3NCc3ccccc3)cc2OC)cc1,-5%,-35%,0%,-2%,-6%,-1.3%,9%,u,i,-10%,-25%
O=C(NCC(c1ccco1)N1CCc2ccccc2C1)c1ccc([N+](=O)[O-])cc1 (stereo not given),-7%,-27%,-2%,-1%,6%,0.4%,4%,5,0%,-2%,-7%
O=C(c1cccc(Cl)c1)N1CCCc2ccccc21,-4%,2%,1%,-2%,5%,0.4%,x,11,1%,-4%,8%
CC(C)Oc1cccc(C(=O)C2CCCN(S(=O)(=O)C(C)C)C2)c1 (stereo not given),x,-12%,-8%,0%,-13%,-0.3%,2%,21,-1%,-5%,-75%[inhibitor]
CCn1c(SC)nc(O)c(C(c2ccc(OC)c(O)c2)c2c(O)nc(SC)n(CC)c2=O)c1=O,-3%,-3%,-6%,-3%,-11%,-0.1%,1%,-1,5%,0%,-8%
CS(=O)(=O)c1cccc(S(=O)(=O)N2CCN(c3ccccn3)CC2)c1,-13%,-4%,0%,-8%,9%,0.1%,-21%,0,-1%,-7%,27%
CCOc1cc(/C=N/O)ccc1OS(=O)(=O)c1ccc(C)cc1,1%,1%,-4%,-7%,0%,-0.2%,-7%,24,-1%,-13%,8%
CC[C@H]1C/C=C\Cc2ccccc2[C@H](C(=O)C[C@@H](O)CC(C)=O)OC1=O,4%,0%,3%,2%,-26%,0.1%,1%,x,4%,0%,3%
CN1CCCC(OC(=O)c2cc(F)c(F)c(F)c2F)C1 (stereo not given),3%,-5%,-1%,-1%,0%,0.1%,0%,-3,0%,0%,3%
CCN(CC)S(=O)(=O)c1cc(-c2nn(C)c(=O)c3ccccc23)ccc1C,-3%,-53%,2%,-3%,-10%,-0.7%,-7%,12,-1%,2%,3%
CCCCN(C)CCn1c(=S)[nH]c2ncccc2c1=O,4%,-4%,0%,-1%,11%,-0.2%,6%,2,8%,2%,39%[7.66 µM]
CCOc1ccccc1CN1CCN(Cc2cc3ccccc3[nH]2)CC1CCO (stereo not given),-4%,-52%,1%,-3%,1%,0.2%,-2%,2,8%,9%,-52%[inhibitor]
COC(=O)[C@]1(Cc2ccccc2)N[C@H](CN(C)C(=O)C2CCCCC2)[C@@H]2C(=O)N(C)C(=O)[C@@H]21,19%,-6%,-1%,-1%,-14%,0.2%,-1%,x,8%,0%,10%
Cc1ccc(-n2cc(CN3CCN(c4ccccn4)CC3)c(-c3ccc(F)cc3)n2)cc1,0%,3%,4%,-2%,-1%,-0.1%,2%,-1,-9%,-7%,12%
CCn1ncc(/C=N/O)c1C,5%,7%,3%,0%,18%,-0.3%,-1%,0,2%,-18%,7%
COc1ccc(N=C2NC(=O)/C(=C/C=C/c3ccccc3)S2)cc1,-3%,-6%,1%,-1%,-4%,-0.3%,-1%,1,-9%,6%,26%
O=C(CN1C(=O)C2C3C=CC(C3)C2C1=O)OCC(=O)c1ccc(Br)cc1 (stereo not given),-4%,4%,0%,-6%,6%,-0.8%,-14%,18,1%,-6%,u
O=C(COc1ccccc1)NCCSc1ccccc1,0%,u,u,-7%,8%,-0.5%,u,u,0%,21µM*,0%
CCC(CO)Oc1cc(NC(=O)c2ccccc2C)c2ncn(C(C)C)c2c1 (stereo not given),u,-19%,4%,-8%,3%,0.2%,-2%,x,3%,-1%,4%
Nc1cccc(CCc2ccncc2)c1,1%,13%,0%,-1%,5%,-0.2%,0%,-2,1%,0%,-12%
COc1ccc(CNc2ncnc3cc(OC)c(OC)cc23)cc1,-1%,-8%,0%,-7%,26%,-0.2%,-24%,0,-1%,-8%,-17%
Cc1cc2c(NC(=O)Nc3ccc(C(F)(F)F)cc3)cccc2nn1,6%,-64%,0%,3%,-6%,-0.4%,-4%,82*,-10%,-5%,1%
CN(CC(=O)NCCc1ccccc1)S(=O)(=O)c1cccs1,2%,36%,1%,-4%,18%,0.1%,13%,1,-3%,2%,-10%
COc1ccccc1OCCCC(=O)Nc1ccc([N+](=O)[O-])cc1Br,1%,-2%,2%,-1%,2%,0.0%,1%,0,-2%,-4%,6%
CC(C)CCNC(=O)c1onc(CSc2ccccc2)c1C(=O)NCCC(C)C,0%,0%,x,-6%,x,x,x,x,-9%,x,-23%
Cc1nc(SCc2ccc([N+](=O)[O-])cc2)n[nH]1,5%,u,2%,-1%,-6%,-0.1%,x,8,3%,7%,20%
CCCCNC(=O)/C=C/c1ccc(OC)c(Br)c1,x,0%,3%,-4%,-32%,0.1%,-4%,u,3%,20%,6%
COC(=O)CSc1nc(C)cc(C(F)(F)F)c1C#N,10%,1%,1%,-10%,11%,0.1%,8%,0,3%,-1%,7%
O=C1CN(C(=O)CNCc2ccc(Cl)cc2)c2ccccc2N1,7%,17%,5%,-2%,12%,3.2%,-1%,1,0%,-2%,23%
CCN1CCN(Cc2ccc(NC(=O)Nc3cccs3)cc2)CC1,-9%,u,1%,-1%,-2%,-0.3%,14%,-2,1%,u,-22%
COc1ccc(N(C(=O)c2snc(C(N)=O)c2N)C(C(=O)NC2CCCCC2)c2ccc(F)cc2)c(OC)c1 (stereo not given),2%,-29%,-4%,1%,17%,-0.6%,-4%,-1,224%[activator],4%,-70%[inhibitor]
COc1ccc(N2CCN(C(=O)c3nc4nc(C)cc(C)n4n3)CC2)cc1,-4%,-1%,-1%,-5%,9%,0.4%,6%,0,0%,1%,1%
COc1ccc(CNC(=O)COC(=O)c2cc3ccccc3o2)cc1,5%,12%,-1%,0%,6%,-0.2%,6%,u,4%,1%,2%
Cc1ccc(OCC(=O)NC(C)c2ccc(Cl)c(Cl)c2)c([N+](=O)[O-])n1 (stereo not given),-9%,-20%,-3%,-1%,8%,-0.2%,-1%,2,-4%,13%,-13%
CCc1ccccc1NC(=O)CN1CCN(C(=O)C(C)NC(=O)c2ccc(Cl)cc2)CC1 (stereo not given),4%,-14%,3%,0%,-28%,0.0%,-10%,6,0%,0%,12%
C#CCn1c(O)c(N=NC(=O)CNC(=O)c2cccnc2)c2ccccc21,2%,-6%,1%,-3%,-3%,0.0%,12%,0,1%,0%,-55%[inhibitor]
COCCn1c(SCC(=O)Nc2cc(C)on2)nc2ccccc2c1=O,-9%,-8%,-1%,0%,-3%,-0.1%,14%,-1,0%,-1%,23%
CS(=O)(=O)c1ccc(CNC(=O)C2(C(F)(F)F)CC(CCCO)CCCO2)cc1 (stereo not given),u,-24%,x,-2%,x,x,x,x,1%,x,-24%
C/C(=N\Nc1nc(-c2ccccc2O)nc2ccccc12)c1ccccc1,6%,0%,1%,-2%,2%,-0.9%,1%,1,-6%,0%,16%
COC(=O)c1c(C)oc2ccc(N(C(=O)Oc3ccccc3)S(=O)(=O)c3ccccc3)cc12,-9%,-80%,1%,8%,-11%,0.1%,0%,2,-1%,-5%,-44%
CC1(C)CC(=O)C(C#N)=C(NCCCO)C1,5%,0%,1%,-7%,9%,0.4%,4%,0,3%,-2%,0%
CCN(CC)CCCSc1nc2ccccc2s1,-3%,u,-1%,-4%,-11%,0.0%,23%,1,6%,8%,-10%
O=C(NC1CC1)C1CCN(C2CCN(C(=O)/C=C/c3cccc(F)c3F)CC2)CC1,-1%,-14%,0%,2%,1%,0.0%,2%,2,-2%,-2%,-21%
CCOC(=O)CSc1nc(C)c2cccc(C)c2n1,2%,-7%,1%,0%,11%,-0.3%,-1%,x,-4%,0%,-9%
Nc1nnc(SCC(=O)c2ccc3c(c2)NC(=O)CO3)s1,10%,-4%,0%,-5%,-8%,-0.4%,3%,3,-1%,5%,1%
